# MRP reversal: MRP-mediated drug resistance reversal | differential viability (reversal), % at 10 µM | H69AR cells + 2 uM doxorubicin, CellTiter-Glo, 72 h | AID 602 | hit rate 0.04% among 85,000;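 active = viability drop by adding the cancer drug above about 55%, with treated viability meeting a 40% cutoff, limit read from the data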;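 also: viability without doxorubicin minus viability with 2 µM doxorubicin for each compound; larger differential means the compound sensitizes cells more to doxorubicin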
# NFkB transloc inh: blocks IL-1B driven NFkB nuclear translocation in HUVEC cells; hit rate 0.43% among 94,000; inhibition, % at 2 µM; HUVEC IL-1B NFkB p65 nuclear translocation imaging;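 active = inhibition above about 30% together with a positive call from visual inspection of the well image, limit read from the data; inconclusive = inhibition above a set limit but visual check negative; inactive = inhibition not above a set limit, visual check negative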;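 also: nuclear over cytoplasmic p65 intensity ratio measured by imaging; 0% = IL-1B stimulated DMSO wells and 100% = unstimulated DMSO wells; values of inactives mirror those of a sister screen read the other way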
# IL1B NFkB pot: enhances IL-1B driven NFkB nuclear translocation | AID 819 | activation, % at 2 µM | hit rate 0.3% among 94,000 | HUVEC IL-1B NFkB p65 nuclear translocation imaging;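 active = activation above 40%, about the mean plus 3 SD, also judged a hit on visual image review; inconclusive = activation above 40% but not a hit on visual review; inactive = activation not above 40% and no visual hit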;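 also: percent activation is computed from the nuclear over cytoplasmic p65 intensity ratio; values of inactives mirror those of a sister screen read the other way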
# Bcl-B displacement: displacers of TR3 peptide from Bcl-B, primary screen, selectivity assay for Bfl-1 inhibitor project, biochemical, fluorescence polarization | FP displacement of FITC-TR3 peptide from Bcl-B; higher % means a stronger effect | one-dose displacement, % at 20 µM; IC50 in µM for titrated hits | hit rate 0.11% among 96,000 | AID 748;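 active = displacement above 50% at 20 µM plus a fluorescence interference ratio under 1.5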;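 also: plate controls were wells without compound for no effect and wells lacking Bcl-B protein for full effect; a part of the inactive calls stands beside numbers as strong as those of hits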
# PLAP inhibition: inhibition of human placental alkaline phosphatase – biochemical, luminescence, HTS (AID 690). purified PLAP, luminescent substrate; higher % means a stronger effect. inhibition, % at 20 µM, or IC50 in µM where a hit was titrated. hit rate 0.08% among 96,000; in the data active = a potency from the dose series; inactive = the rest, 99 in 100 with inhibition below about 30%; also: strong numbers were not always called active
# MRP reversal cytotoxicity: second read-out of MRP reversal, no call of its own (marks repeat the call); viability, %; H69AR cells, CellTiter-Glo, 72 h; measured here: cytotoxicity without doxorubicin
# MRP reversal with doxorubicin: recorded beside MRP reversal, whose call it bears; viability, %; measured here: viability with 2 uM doxorubicin; active compounds read low
# NFkB transloc inh cell count 2 µM: also measured in NFkB transloc inh; calls as there; cell count; measured here: cells passing quality filter;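 raw number of nuclei counted in each imaged well without normalization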
# IL1B NFkB pot cell count 2 µM: second read-out of IL1B NFkB pot, no call of its own (marks repeat the call); cell count; measured here: cells passing quality filter
# An asterisk follows results filed as active; ? = inconclusive; / = no result given. Only part of the results is shown. The share of hits here may be higher or lower than overall.
structure	MRP reversal	MRP reversal cytotoxicity	MRP reversal with doxorubicin	NFkB transloc inh	NFkB transloc inh cell count 2 µM	IL1B NFkB pot	IL1B NFkB pot cell count 2 µM	Bcl-B displacement	PLAP inhibition
O=C(Nc1ccc(CN2CCOCC2)cc1)c1ccc(-c2cccc(Cl)c2)o1	-15	31	46	10	140	-10	140	-6%	-8%
Cc1cc(C(C)(C)C)ccc1OCCN1CCCC1	2	89	87	-3	164	10	80	3%	-38%
COc1ccc(Cn2nnnc2C(c2cc3ccc(OC)cc3[nH]c2=O)N2CCC(C)CC2)cc1 (stereo not given)	-5	87	92	3	184	-3	184	-36%	-43%
Cc1ccc(C(=O)COC(=O)CCC(=O)Nc2cc(Cl)ccc2Cl)cc1[N+](=O)[O-]	/	/	/	-46	122	?	/	-6%	3%
CCOCCCNC(=O)Cc1cc(=O)[nH]c(=O)[nH]1	-10	95	105	/	/	/	/	-3%	-17%
N#Cc1nc(COc2ccccc2)oc1N1CCN(Cc2ccccc2)CC1	4	95	91	-21	114	21	114	-29%	-29%
COC(=O)c1sc2ccccc2c1-n1cccc1C(=O)C(=O)Nc1ccc(F)cc1	/	/	/	1	127	-1	127	7%	-8%
O=C(c1ccc2ccccc2c1)N1CCN(c2ccc([N+](=O)[O-])c(N3CCOCC3)c2)CC1	/	/	/	-45	124	45*	124*	4%	-28%
CCc1cccc(CC)c1N(COC)C(=O)Cn1ccccc1=N	/	/	/	-6	114	5	114	-3%	17%
O=C(CCl)Nc1cccc(-c2cnc3ccccc3n2)c1	0	2	1	-15	192	9	54	-6%	3%
Cc1cc(C)n2nc(C(=O)Nc3ccc4c(c3)OCO4)nc2n1	0	93	92	4	123	-4	123	9%	9%
Cc1ccc2occ(C(c3nnnn3C3CCCC3)N3CCN(C(=O)c4ccco4)CC3)c(=O)c2c1 (stereo not given)	15	60	45	-2	185	2	185	-7%	-59%
Cc1nnc(N(C)C(=O)c2cccnc2)s1	-1	97	98	-1	142	1	142	1%	11%
Cc1cccc(C(=O)OCc2cnc(Cl)s2)c1	/	/	/	-6	165	6	165	-7%	11%
O=C(Nc1ccc(Cl)cc1)c1cccnc1N1CCCCC1	-17	58	75	-2	177	2	177	39%	18%
Cc1ccc(N2C(=O)c3sc4nnc(C)c(=O)n4c3C2=O)cc1	4	105	101	-8	110	8	110	10%	-43%
CC(C)OC(=O)C1C2C=CC3(CN(Cc4cccs4)C(=O)C13)O2 (stereo not given)	3	103	100	-13	152	13	152	2%	3%
OCc1cn(-c2ccccc2)nc1-c1ccco1	7	86	79	-13	216	13	216	-9%	7%
Cc1ccc(-n2c(=O)[nH]cc(C(=O)Nc3ccc4c(c3)OCCO4)c2=O)cc1	13	97	83	/	/	/	/	-1%	-1%
COc1ccccc1CNC(=O)C(NS(=O)(=O)c1ccc2c(c1)oc(=O)n2C)C(C)C (stereo not given)	-8	91	99	6	171	-6	171	5%	14%

structure	MRP reversal	MRP reversal cytotoxicity	MRP reversal with doxorubicin	NFkB transloc inh	NFkB transloc inh cell count 2 µM	IL1B NFkB pot	IL1B NFkB pot cell count 2 µM	Bcl-B displacement	PLAP inhibition
CCCS(=O)(=O)N1CCC(C(=O)NCCCN2CCCC2=O)CC1	-9	94	104	-5	153	5	153	-1%	4%
CSc1nc2cc3c(cc2n1C(=O)c1ccc(C)cc1)OCCO3	/	/	/	10	120	-10	120	-7%	7%
Cc1cccc(NC(=O)Cn2c(=O)n3nc(CCn4nc(C)cc4C)nc3c3ccccc32)c1	1	57	56	8	124	-8	124	8%	22%
CCC(=O)N=c1sc2cc(F)cc(F)c2n1C	9	87	78	-23	188	23	188	/	/
CC(Oc1ccc(Cl)cc1Cl)C(=O)NCc1ccncc1 (stereo not given)	3	90	87	-10	113	10	113	2%	-50%
CO/N=C/NC(=O)NOCc1ccc(Cl)cc1Cl	-7	87	94	-12	67	12	67	-6%	-14%
CCn1c(=O)n(CC(=O)NCc2ccco2)c(=O)c2ccccc21	-9	89	97	-1	132	1	132	-119%	-10%
COc1cc(OC)c(C2C(C(=O)Nc3ccc(C)cc3C)=C(C)Nc3ncnn32)cc1OC (stereo not given)	10	90	80	23	114	-23	114	6%	-38%
O=c1c2ccccc2cnn1-c1ccc(Cl)cc1	5	92	88	-1	150	1	150	3%	12%
COc1ccc2nc(N3C(=O)CC(Cc4ccc(Cl)cc4)C3=O)sc2c1 (stereo not given)	/	/	/	-1	157	1	157	-4%	-30%
COc1ccc(C2CC(=O)c3cnc(NC(=O)c4ccccc4)nc3C2)c(OC)c1 (stereo not given)	-38	27	65	-10	85	10	85	5%	18%
COc1ccc(S(=O)(=O)Nc2ccccc2C(=O)NC(C)(C)C)cc1OC	3	100	97	10	30	-10	30	-6%	-61%
O=C(NC1=NCCS1)c1ccc(Cl)s1	5	93	89	-6	111	6	111	0%	6%
COc1ccc(-c2noc(CSc3nnc(-c4ccncc4)n3-c3ccc(F)cc3)n2)cc1OC	-8	45	53	-17	90	17	90	1%	-37%
COc1cc2[nH]c(=O)n(Cc3ccc(C(=O)NC4CCCC4)cc3)c(=O)c2cc1OC	-32	50	82	-46	177	46*	177*	0%	18%
NC(=O)C(c1cccc(Cl)c1)c1ncc(C(F)(F)F)cc1Cl (stereo not given)	/	/	/	8	155	-8	155	0%	14%
N#CCSc1nc2cc(C(=O)N3CCC(C(N)=O)CC3)ccc2c2nc3ccccc3n12	-22	63	85	14	104	-14	104	-4%	-91%
CCOc1ccccc1-n1c(SCC(=O)N2CCCC2)nnc1-c1ccc(O)cc1	11	94	83	5	126	-5	126	-8%	-25%
CC1CCN(C(=O)CSc2nc3ccccc3c(=O)n2Cc2ccc3c(c2)OCO3)CC1	-10	77	87	5	119	-5	119	-7%	-36%
CCn1cc(C(=O)OCC(=O)Nc2cc(S(=O)(=O)N(C)C)ccc2C)c(=O)c2ccc(C)nc21	/	/	/	-12	221	12	221	6%	-64%

structure	MRP reversal	MRP reversal cytotoxicity	MRP reversal with doxorubicin	NFkB transloc inh	NFkB transloc inh cell count 2 µM	IL1B NFkB pot	IL1B NFkB pot cell count 2 µM	Bcl-B displacement	PLAP inhibition
COC(=O)c1cc(OC)c(OC)cc1NC(=O)c1ccco1	-6	66	72	/	/	/	/	4%	-48%
CCOc1c(CNCCNC(=O)c2nonc2N)cccc1OC	2	92	90	-6	99	6	99	-8%	-1%
Nc1nc(-c2cccnc2)nn1S(=O)(=O)c1ccccc1	12	90	78	-1	121	1	121	/	/
Cc1ccc(OCC2Cn3c(nc4c3c(=O)[nH]c(=O)n4C)O2)cc1 (stereo not given)	/	/	/	-22	128	21	128	-6%	3%
O=C(NCCSCc1ccco1)Nc1ccc(Cl)cc1	12	93	80	3	114	-3	114	-10%	2%
CCOC(=O)c1[nH]c(C)c(/C(O)=C2\C(=O)C(=O)N(CCCN3CCOCC3)C2c2cccnc2)c1C (stereo not given)	13	100	87	-31	133	31	133	5%	-30%
Cc1c(-n2cc(C(=O)c3cc(Br)ccc3O)cc(C#N)c2=O)c(=O)n(-c2ccccc2)n1C	/	/	/	-2	171	2	171	-45%	-23%
Nc1nc(-c2ccco2)nn1C(=O)CCc1ccccc1	6	95	89	-33	131	33	131	/	14%
COC(=O)c1ccccc1NC(=O)C1CCCN(S(=O)(=O)c2ccc(F)cc2)C1 (stereo not given)	1	75	74	-5	61	5	61	-5%	-56%
CC(C)C(c1nnnn1C(C)(C)C)N1CCN(c2cccc(Cl)c2)CC1 (stereo not given)	-10	73	83	11	117	-11	117	-10%	-70%
COc1cccc(NC2c3ccccc3C(=O)N2Cc2ccco2)c1 (stereo not given)	-16	57	73	18	140	-18	140	11%	-4%
O=C1CC2(CCCCC2)Oc2ccc(OCC(=O)N3CCOCC3)cc21	-4	88	92	0	181	0	181	5%	-8%
CC1CN(S(=O)(=O)c2ccc(NC(=O)CCN3C(=O)c4ccccc4C3=O)cc2)CC(C)O1 (stereo not given)	2	93	91	6	182	-6	182	-5%	-11%
Cc1c2c(nc3c(C(=O)NC4CCCC4)cnn13)CCCC2	-16	73	89	-3	183	3	183	-6%	-30%
CN1CCC(N(C)CC(=O)Nc2ccccc2N2CCOCC2)CC1	/	/	/	8	160	-8	160	1%	-93%
CC(=C1C(=O)c2ccccc2C1=O)N1CCC(C(N)=O)(N2CCCCC2)CC1	-1	97	98	-5	116	5	116	-2%	-7%
CCOC(=O)C(/C=C(\C#N)C(=O)OCC)=C(/N)N1CCN(c2ccc(OC)cc2)CC1	7	97	90	5	46	-5	46	-3%	-5%
C=CCn1c(SCC(=O)Nc2ccccc2C)nc2sc(C)c(C)c2c1=O	-16	31	47	3	109	-3	109	/	/
COC(=O)c1sc(NC(=O)c2ccc(Cn3cc(Cl)cn3)o2)c(C#N)c1C	/	/	/	-8	88	8	88	2%	-44%
O=c1[nH]n(-c2ccc(Cl)cc2)c(=O)c(Cl)c1Cl	/	/	/	-4	161	4	161	-3%	-2%

# Three of these compounds in a different format.
# Sequence of screens: MRP reversal | MRP reversal cytotoxicity | MRP reversal with doxorubicin | NFkB transloc inh | NFkB transloc inh cell count 2 µM | IL1B NFkB pot | IL1B NFkB pot cell count 2 µM | Bcl-B displacement | PLAP inhibition
> CC(C)OC(=O)C1C2C=CC3(CN(Cc4cccs4)C(=O)C13)O2 (stereo not given)
 : 3 | 103 | 100 | -13 | 152 | 13 | 152 | 2% | 3%
> OCc1cn(-c2ccccc2)nc1-c1ccco1
 : 7 | 86 | 79 | -13 | 216 | 13 | 216 | -9% | 7%
> Cc1ccc(-n2c(=O)[nH]cc(C(=O)Nc3ccc4c(c3)OCCO4)c2=O)cc1
 : 13 | 97 | 83 | / | / | / | / | -1% | -1%

# (next part)
structure	MRP reversal	MRP reversal cytotoxicity	MRP reversal with doxorubicin	NFkB transloc inh	NFkB transloc inh cell count 2 µM	IL1B NFkB pot	IL1B NFkB pot cell count 2 µM	Bcl-B displacement	PLAP inhibition
O=C(COc1ccc(Cl)cc1)NNC(=O)C(=O)N1CCCCC1	/	/	/	-1	162	1	162	4%	-95%
CC1CC(C)CN(C(=O)CSc2nc3ccsc3c(=O)n2Cc2ccccn2)C1 (stereo not given)	-1	74	76	14	152	-14	152	-5%	-40%
COC(=O)c1[nH]c2ccc(F)cc2c1NC(=O)CCN1CCN(Cc2ccc3c(c2)OCO3)CC1	4	83	79	-6	196	6	196	11%	-80%
CCOc1ccc(CCNC(=O)C(C)n2nc(C)n3c(cc4occc43)c2=O)cc1OCC (stereo not given)	/	/	/	/	/	/	/	-7%	-58%
Cc1cc(C)n(C2CCCCC2OC(=O)c2ccccc2)n1 (stereo not given)	3	91	88	29	82	-29	82	0%	-26%
CCCNC(=O)NCCc1c(C)[nH]c2ccccc12	-14	93	107	-7	179	7	179	8%	10%
O=C1c2ccccc2C(=O)N1CCCCSc1nc2ccccc2o1	14	100	85	-2	120	2	120	4%	-83%
Cc1cc(C)cc(-c2nnc(SCC(=O)N3CCN(C(=O)c4ccco4)CC3)o2)c1	-2	67	69	-10	190	9	190	1%	-44%
C=CCOc1ccc(C2NC(=O)NC(C)=C2C(=O)OC)cc1 (stereo not given)	4	89	85	7	133	-7	133	-7%	-8%
Cc1ccc(NC(=O)c2nnn(CC(=O)Nc3ccccc3)c2N)cc1C	-4	25	29	11	200	-11	200	2%	1%
Cc1sc(NC(=O)c2ccco2)c(CN2CCN(c3ccccc3)CC2)c1C	/	/	/	-9	174	9	174	-9%	-11%
O=C1C2C3C=CC(C3=C3CCCCC3)C2C(=O)N1c1ccccc1 (stereo not given)	17	98	81	-3	138	3	138	-10%	17%
Cc1ccc(N(Cc2cc(=O)[nH]c3ccccc23)C(=O)c2ccco2)cc1	-16	76	92	?	/	-32	61	-5%	-21%
COc1ccc(OC)c(S(=O)(=O)N2CCCCC2C(=O)O)c1 (stereo not given)	3	87	84	1	189	-1	189	-1%	0%
CCCCc1ccc(CC(=O)O)cc1	3	95	91	11	177	-11	177	-3%	-22%
COc1ccc(-c2nnc(N3CCCCC3)c3ccccc23)cc1	/	/	/	1	135	-1	135	-8%	-6%
c1ccc(COc2ccc(-c3csnn3)cc2)cc1	/	/	/	6	99	-6	99	7%	8%
CCc1nc2ccc(F)cc2c(C(=O)NC2CCCCC2C)c1C (stereo not given)	/	/	/	4	174	-4	174	3%	-41%

# Bioassay records as filed in PubChem.
